Bioassay records (PubChem)
mcGAS lum: blocks mouse cGAS activity; Q8C6L5; recombinant cGAS, Kinase-Glo ATP depletion luminescence; inhibition, % at 12.5 µM; 0.15% of 160,000 active;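 note: 0% = negative control wells and 100% = reference inhibitor with no enzyme activity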
hcGAS lum: blocks human cGAS activity; 0.081% of 290,000 active; inhibition, % at 12.5 µM; recombinant h-cGAS, ATP depletion, Kinase-Glo luminescence; AID 1259398;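 note: 0% = vehicle reaction and 100% = reaction without DNA for no activity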
Target sequence (Q8N884 whole entry, looked up): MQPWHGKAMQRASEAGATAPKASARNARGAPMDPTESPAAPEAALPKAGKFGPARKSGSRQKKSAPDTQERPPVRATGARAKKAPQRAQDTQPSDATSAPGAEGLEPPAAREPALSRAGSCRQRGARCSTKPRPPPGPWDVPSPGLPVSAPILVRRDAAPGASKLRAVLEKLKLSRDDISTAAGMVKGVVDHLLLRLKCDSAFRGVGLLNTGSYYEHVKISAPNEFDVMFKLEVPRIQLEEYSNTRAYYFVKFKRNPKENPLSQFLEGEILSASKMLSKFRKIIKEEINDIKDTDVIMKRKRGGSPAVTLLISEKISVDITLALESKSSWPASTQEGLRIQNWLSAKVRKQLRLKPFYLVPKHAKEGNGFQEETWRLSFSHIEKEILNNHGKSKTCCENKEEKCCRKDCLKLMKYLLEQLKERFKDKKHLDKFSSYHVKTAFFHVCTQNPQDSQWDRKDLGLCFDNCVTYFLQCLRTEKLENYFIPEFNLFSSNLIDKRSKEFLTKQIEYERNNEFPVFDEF
NPYLR7 agonist: mosquito NPYLR7 agonism. AID 1259423. HEK293T NPYLR7/Galpha15, GCaMP6s calcium fluorescence. activation, % at 10 µM. 0.15% of 270,000 active; in the data active = activation above about 40%;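 note: 0% = vehicle and 100% = reference agonist at the receptor; some compounds past the cut are filed as inactive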
Active calls of the source: *. Cut-off read from the data, not from the text of the source, unless noted: active = inhibition above about 40%; inactive = the rest.

`CCCN(CC(=O)N1CCc2sccc2C1c1ccc(Cl)cc1Cl)C(=O)c1cc(OC)cc(OC)c1` (stereo unspecified) gave mcGAS lum -5, hcGAS lum 3 and NPYLR7 agonist 0.
`CCc1ccccc1C(=O)N1CCC(n2c(C)nc3ccc(C)cc32)CC1` gave mcGAS lum 2 and hcGAS lum -4.
`CCn1nc(C)c(CN(CCOC)C(=O)C2[C@@H]3[C@H]4CC[C@H](C4)[C@H]23)c1C` (stereo partly specified) gave hcGAS lum 5 and NPYLR7 agonist 0.
`COc1ccc(C(=O)C2CCCN(Cc3c(C)nc4sccn34)C2)cc1OC` (stereo unspecified) gave mcGAS lum -9, hcGAS lum -10 and NPYLR7 agonist 3.
N#Cc1ccc(COC(CN2CCN(C(=O)c3cccs3)CC2)c2cccc(N3CCCC3)c2)cc1 (stereo unspecified) was read as mcGAS lum -6, hcGAS lum -9 and NPYLR7 agonist 5.
For CCCCCCCCC(=O)Nc1c(-c2ccc(Cl)cc2)nc2cc(C)ccn12 the results were mcGAS lum -8, hcGAS lum -6 and NPYLR7 agonist -2.
C=CCNC(=O)COc1coc(CN2CCN(c3ccccc3F)CC2)cc1=O was read as mcGAS lum 1, hcGAS lum 4 and NPYLR7 agonist 0.
`Cc1cc(C)n(-c2ccc(C(=O)N3CCC(O)(Cc4ccccc4)CC3)cc2)n1` gave mcGAS lum -4, hcGAS lum -6 and NPYLR7 agonist 2.
For COCCN(CC1CCN(Cc2ccccc2F)CC1)C(=O)c1cccc(OC)c1OC the results were mcGAS lum -8, hcGAS lum -8 and NPYLR7 agonist -2.
For Cc1ccc(NC(=O)c2cc(-c3ccccc3F)nc3cc(C(C)(C)C)nn23)cc1C the results were mcGAS lum -2, hcGAS lum 0 and NPYLR7 agonist -11.
Screening Nc1nnc(SCC(=O)Nc2c(F)c(F)c(F)c(F)c2F)s1 returned hcGAS lum -8 and NPYLR7 agonist 12.
CCOC(=O)Cn1c(=O)c2c(nc3n(-c4ccc(Br)cc4)c(C)cn23)n(C)c1=O was read as mcGAS lum -6, hcGAS lum 5 and NPYLR7 agonist 7.
O=C(COc1c(F)c(F)c(F)c(F)c1F)N1CCN(c2nccc(-c3ccc(N4CCOCC4)cc3)n2)CC1 was read as mcGAS lum -9, hcGAS lum -8 and NPYLR7 agonist 3.
Cc1cc(C)cc(N2C(=O)CN=C2Nc2nc(C)cc(C)n2)c1 was read as mcGAS lum -7, hcGAS lum -1 and NPYLR7 agonist 3.
For O=S(=O)(NCCc1ccc2c(c1)OCO2)c1ccc(F)cc1 the results were mcGAS lum -4, hcGAS lum -6 and NPYLR7 agonist 4.
Screening COc1ccc(OC)c(CNc2cccc(CC#N)n2)c1 returned hcGAS lum -8 and NPYLR7 agonist 4.
Screening CN(C)N=C1CC(=[N+]2CCCCC2)CC(C)(C)C1 returned hcGAS lum -5 and NPYLR7 agonist 6.
Screening c1csc(-c2nc(-c3n[nH]c(C4CC4)n3)cs2)c1 returned mcGAS lum -6, hcGAS lum -1 and NPYLR7 agonist 1.
Cc1cc(C)cc(NC(=O)CSc2nccn2C2CC2)c1 was read as hcGAS lum -8 and NPYLR7 agonist 6.
For O=C(CNC(=O)c1cccc(F)c1)N=Nc1c(O)[nH]c2ccccc12 the results were mcGAS lum 0, hcGAS lum 1 and NPYLR7 agonist -4.
CCN1CCN(C(=O)CCC2CCN(C(=O)CCc3c(C)noc3C)CC2)CC1 was read as hcGAS lum -5 and NPYLR7 agonist 5.
For CN(C(=O)c1ccc(N2CC3CC(C2)c2cccc(=O)n2C3)c(NC(=O)c2cc3ccccc3oc2=O)c1)C1CCCCC1 (stereo unspecified) the results were hcGAS lum -2 and NPYLR7 agonist -7.
Screening CN(C)C=Nc1c(C#N)cnn1-c1ccc(Cl)cc1 returned hcGAS lum -1 and NPYLR7 agonist -5.
Screening COCCNC(=O)[C@@]1(OCc2cccc(Cl)c2)CC(OCc2ccccc2C#N)[C@H](O)[C@H](O)C1 (stereo partly specified) returned mcGAS lum -2, hcGAS lum -4 and NPYLR7 agonist 6.
`O=C(NS(=O)(=O)c1cccnc1)c1ccc(Br)o1` gave hcGAS lum 2 and NPYLR7 agonist 6.
For O=C(NCCNC(=O)[C@H]1CCCN1C(=O)Cc1ccccc1)c1ccccc1 the results were mcGAS lum -5, hcGAS lum -4 and NPYLR7 agonist 0.
NN1C(=O)c2ccccc2NC1C1CC=CCC1 (stereo unspecified) was read as hcGAS lum -8 and NPYLR7 agonist -16.
`Cc1ccccc1C(CC(=O)Nc1ccc(F)cc1)c1cnc2n1CC(C)CC2` (stereo unspecified) gave mcGAS lum 0 and hcGAS lum -1.
COc1cc2c(cc1Cc1cccc(Cl)c1F)c(=O)c(C(=O)O)cn2[C@H](CO)C(C)C was read as mcGAS lum -9, hcGAS lum -10 and NPYLR7 agonist 0.
`COC(=O)CCC(C)[C@H]1CCC2C3C(C[C@H](O)[C@@]21C)[C@@]1(C)CC[C@@H](O)C[C@H]1C[C@H]3O` (stereo partly specified) gave hcGAS lum -6 and NPYLR7 agonist -7.
For CCN1CSC(=S)N(Cc2ccccc2)C1 the results were hcGAS lum -6 and NPYLR7 agonist 5.
For Cc1ccc(C)c2sc(N(Cc3ccccn3)C(=O)C3=COCCO3)nc12 the results were mcGAS lum -7, hcGAS lum -6 and NPYLR7 agonist -2.
For Cc1cc(NC(=O)c2ccccc2S(C)(=O)=O)n(-c2nc3c(F)cccc3s2)n1 the results were mcGAS lum -9, hcGAS lum -8 and NPYLR7 agonist -9.
`CCCC(C)c1nnc(NC(=O)c2c(C)nc3sccn23)s1` (stereo unspecified) gave mcGAS lum -10, hcGAS lum -7 and NPYLR7 agonist 36.
`O=[N+]([O-])c1cc(S(=O)(=O)Oc2cccc(Cl)c2Cl)ccc1Cl` gave mcGAS lum 5, hcGAS lum -7 and NPYLR7 agonist -2.
For Cn1c2ccc(Cl)cc2c2nc3ccccc3nc21 the results were mcGAS lum -3, hcGAS lum -3 and NPYLR7 agonist 3.
O=C(Nc1nc2ccc(Cl)cc2s1)C1CCCN(c2ccc(-n3ccnc3)nn2)C1 (stereo unspecified) was read as hcGAS lum -11 and NPYLR7 agonist 4.
Screening CC(C)CCN(Cc1c(-c2ccccc2)noc1N1CCN(C)CC1)C(=O)C(C)C returned mcGAS lum -3, hcGAS lum -4 and NPYLR7 agonist 5.
CC(C)c1noc(C2CCN(C(=O)c3ccccc3C3CCNC3)CC2)n1 (stereo unspecified) was read as hcGAS lum -3 and NPYLR7 agonist 10.
Screening CCCCN(C)C(=O)c1[nH]c(C)c(C(C)=O)c1C returned hcGAS lum -6 and NPYLR7 agonist 1.
For CC1(c2ccc(F)cc2)C=C(c2ccc(F)cc2)n2nnnc2N1 (stereo unspecified) the results were mcGAS lum -13, hcGAS lum -3 and NPYLR7 agonist -4.
Screening Cc1nn(C(C)C)c(C)c1CN1CCN(c2nccc3ccccc23)CC1 returned mcGAS lum -11, hcGAS lum -5 and NPYLR7 agonist 3.
`Cc1ccc2oc(C(=O)N3CCC(c4nc5ccccc5o4)CC3)c(C)c2c1` gave mcGAS lum -11, hcGAS lum -8 and NPYLR7 agonist 6.
For C=CCOC(=O)C1=C(C)NC2=C(C(=O)CCC2)C1c1ccc(OC)c(OC)c1 (stereo unspecified) the results were hcGAS lum 6 and NPYLR7 agonist -1.
`CC1CS(=O)(=O)CCN1Cc1ncc(-c2ccccc2Cl)o1` (stereo unspecified) gave hcGAS lum -6 and NPYLR7 agonist -1.
Screening COc1ccc(CN(Cc2nc(C(=O)NCCc3ccccn3)co2)C(C)C)c(OC)c1 returned mcGAS lum -5, hcGAS lum -4 and NPYLR7 agonist 14.
Screening CSc1nnc(C)c(=O)n1COC(=O)COc1ccc(Cl)cc1 returned mcGAS lum -5, hcGAS lum -8 and NPYLR7 agonist 0.
Screening CC(C)N1CCC(N2CCN(Cc3ccc(F)cc3Cl)CC2CCO)CC1 (stereo unspecified) returned mcGAS lum -10, hcGAS lum -11 and NPYLR7 agonist 4.
For Cc1cccn2c(=O)nc(SCCc3ccccc3)nc12 the results were hcGAS lum -6 and NPYLR7 agonist -5.
`O=C(O)C1C2C(=O)OC3C(Br)C1C1(CC1)C32` (stereo unspecified) gave mcGAS lum -2, hcGAS lum -2 and NPYLR7 agonist 7.
CC(C)CC(=O)N(Cc1cccc(OS(=O)(=O)C(C)C)c1)Cc1ccco1 was read as mcGAS lum -6, hcGAS lum -4 and NPYLR7 agonist 6.
For Cc1ccc(C(=O)N2CCCN3CCC[C@H]3C2)cc1NC(=O)C1CC1 the results were mcGAS lum -19, hcGAS lum -5 and NPYLR7 agonist 21.
`COc1ccccc1CN(CCc1c[nH]c2ccccc12)Cc1nc(C(=O)N2CCCCC2)co1` gave mcGAS lum -4, hcGAS lum 0 and NPYLR7 agonist 18.
For CC(=O)Nc1ccc(CN(C)c2c(C)nc3ccc(C(=O)Nc4cccc(NS(C)(=O)=O)c4)cn23)cc1 the results were mcGAS lum -5, hcGAS lum -5 and NPYLR7 agonist 10.
`Nc1nnc(-c2cc(-c3ccc4c(c3)OCO4)on2)o1` gave hcGAS lum -5 and NPYLR7 agonist 3.
CCc1nc2c(OCC(=O)c3ccc(Cl)cc3Cl)cccn2c1N(C=O)CC(=O)N(C)C was read as mcGAS lum -2, hcGAS lum -4 and NPYLR7 agonist 2.
For O=C1OCCC1Sc1nncn1-c1ccccc1 (stereo unspecified) the results were hcGAS lum -6 and NPYLR7 agonist -1.
Screening O=C1CCC(C(=O)N2CCN(c3cnccn3)CC2)CN1CCc1ccccc1 (stereo unspecified) returned mcGAS lum -10, hcGAS lum -4 and NPYLR7 agonist 12.
CN(C)S(=O)(=O)c1ccc2nc(/C(Cl)=C/c3ccccc3F)[nH]c2c1 was read as hcGAS lum 19 and NPYLR7 agonist 3.
`CC(C)CCNC(=O)c1cc(Cl)ccc1[N+](=O)[O-]` gave mcGAS lum -3, hcGAS lum -3 and NPYLR7 agonist 2.
Cc1ccc(Cn2cc(C(=O)NNC(=O)Nc3ccc(C(C)(C)C)cc3)ccc2=O)cc1 was read as hcGAS lum -11 and NPYLR7 agonist -2.
CCc1nc2ccc(C(=O)N3CCN(c4ccccc4)CC3)cn2c1N(C)C=O was read as mcGAS lum 0, hcGAS lum -2 and NPYLR7 agonist 3.
For Cc1nc(-c2ccccc2)c(C(=O)N(C)Cc2nc(C3CC3)no2)s1 the results were mcGAS lum -8, hcGAS lum -1 and NPYLR7 agonist 1.
Screening CC(=O)NCCC1CN(Cc2ccn(C(C)C)c2)CCO1 (stereo unspecified) returned hcGAS lum -6 and NPYLR7 agonist -1.
C#CCOCC(O)CN(CCOC)Cc1ccccc1C (stereo unspecified) was read as mcGAS lum 1, hcGAS lum 0 and NPYLR7 agonist -4.
Screening Cc1nc(-c2cccc(C(F)(F)F)c2)nc(N2CCN(C(=O)COc3ccc(Cl)cc3)CC2)c1Cc1ccccc1 returned mcGAS lum -6, hcGAS lum -10 and NPYLR7 agonist -6.
Screening CC1CCCCN1CCCNC(=O)c1csc(CSc2nnc(-c3cccnc3)n2-c2ccccc2F)n1 (stereo unspecified) returned mcGAS lum -5, hcGAS lum -2 and NPYLR7 agonist 14.
Screening CCOc1ccc(-c2ccc(=O)n(CCNS(=O)(=O)c3ccc4c(c3)CCCC4)n2)cc1 returned mcGAS lum -9, hcGAS lum -11 and NPYLR7 agonist 0.
CC(Oc1ccc(Cl)cc1Cl)C(=O)NCCn1ncccc1=O (stereo unspecified) was read as hcGAS lum -7 and NPYLR7 agonist 2.
For O=C(CC1CSc2nc3c(cnn3-c3cccc(Cl)c3)c(=O)n21)Nc1ccccn1 (stereo unspecified) the results were mcGAS lum -8, hcGAS lum -10 and NPYLR7 agonist 2.
Screening Cc1ccccc1NC(=O)CC(=O)N(Cc1ccccn1)C[C@@H]1CCC(=O)N1 returned mcGAS lum -9, hcGAS lum -4 and NPYLR7 agonist 0.
`O=c1cc(CN2CCC(O)(CO)CC2)nc2c(O)cccn12` gave mcGAS lum -11, hcGAS lum -9 and NPYLR7 agonist 1.
Screening CC1CC1C(=O)N1CCCN(c2nc3ccccc3[nH]2)CC1 (stereo unspecified) returned hcGAS lum 0 and NPYLR7 agonist 4.
